SR-BI DiI-HDL act: activators of SR-BI mediated DiI-HDL uptake, primary screen, ldlA[mSR-BI] CHO cells, DiI fluorescence | 3 h; 100 = double the neutral-control signal | activation, % at 12.5 µM | 320,000 tested, 0.096% active;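 active means mean replicate activation of at least 60% and every replicate at or above 60%; inconclusive means mean or all-replicate condition met, but not both; inactive means mean below 60% and not all replicates reaching 60%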;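 further: 0% = median plate neutral-control signal and 100% = twice that signal; values of inactives mirror those of a sister screen read the other way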
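system = CHO ldlA[mSR-BI] cells, LDL receptor-null, SR-BI overexpressing | medium = Ham's F12 with 0.5% BSA, HEPES 25 mM, pH 7.4 | probe or stimulus = DiI-HDL 10 µg/mL | compound dosing = single-point compound dose | incubation = compound exposure 3 h, 37 °C | technique = DiI fluorescence, bottom read | read-out = cell-associated DiI fluorescence as measure of HDL uptake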
cardiac RTF act: cardiac RTF calcium sensitivity activators, primary screen, biochemical, IANBD-TnC fluorescence, EC20 calcium; IANBD-labeled TnC RTF fluorescence at EC20 calcium; 0% EC20 calcium, 100% full calcium; activation, % at 7.2 µM; 340,000 tested, 0.24% active; AID 493008, 2010;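 active means activation above the mean over all tested compounds plus 3 SD, cut at about 30% in these data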;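 further: rise in fluorescence read as greater calcium sensitivity of cardiac thin filaments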
HTR5A ag: HTR5A agonists in luminescence cell assay, primary screen, counter-screen for OPRM1-OPRD1 heterodimer agonist project, full-deck HTS; activation, % at 9.3 µM; cell-based; 340,000 tested, 0.61% active; in the data active means activation mostly above about 9.5%, no sharp cut-off; inactive means mostly below about 7.6%;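 further: 0% = cells with vehicle only and 100% = reference agonist; strong numbers were not always called active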
Target sequence (P47898 whole entry, looked up): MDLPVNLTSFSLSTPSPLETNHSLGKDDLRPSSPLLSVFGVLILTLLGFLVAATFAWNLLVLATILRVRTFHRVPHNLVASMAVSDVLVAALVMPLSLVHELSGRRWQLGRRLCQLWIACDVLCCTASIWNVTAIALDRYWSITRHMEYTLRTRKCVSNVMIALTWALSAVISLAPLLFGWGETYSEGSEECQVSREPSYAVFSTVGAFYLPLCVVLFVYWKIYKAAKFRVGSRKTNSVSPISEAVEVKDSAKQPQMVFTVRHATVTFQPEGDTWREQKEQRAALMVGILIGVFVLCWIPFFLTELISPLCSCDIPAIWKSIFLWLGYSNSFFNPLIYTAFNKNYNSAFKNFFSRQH
dFosB act: activators of delta FosB homodimer, primary screen, biochemical, fluorescence polarization, TAMRA-CDK5 oligo, single point. Protein FosB (Mus musculus), P13346. purified delta FosB; percent of positive-control signal above neutral wells. activation, % at 25 µM. 340,000 tested, 0.99% active;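 active means mean activation above about 17%, with every replicate also reaching it, limit read from the data, passing the limit was not always enough; inconclusive means only one of the two conditions met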;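 further: fluorescence polarization rise as delta FosB binds a TAMRA Cdk5 AP-1 oligo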
Target sequence (P13346 whole entry, looked up): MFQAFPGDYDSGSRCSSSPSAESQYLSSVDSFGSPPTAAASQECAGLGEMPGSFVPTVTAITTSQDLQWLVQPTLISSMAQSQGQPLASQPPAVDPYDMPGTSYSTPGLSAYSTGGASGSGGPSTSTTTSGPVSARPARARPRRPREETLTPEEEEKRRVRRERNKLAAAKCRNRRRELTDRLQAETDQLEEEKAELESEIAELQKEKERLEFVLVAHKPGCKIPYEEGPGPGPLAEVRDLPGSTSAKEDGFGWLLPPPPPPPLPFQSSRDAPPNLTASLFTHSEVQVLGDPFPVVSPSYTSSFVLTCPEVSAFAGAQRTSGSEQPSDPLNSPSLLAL
MITF act: activators of MITF-driven TRPM1 promoter reporter, primary screen, cell-based, SK-MEL-5, luciferase, single point; activation, % at 12.5 µM; 300,000 tested, 0.75% active; SK-MEL-5 TRPM1-promoter luciferase, 24 h; % of positive control, neutral wells = 0; AID 588334, 2011;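 active means mean activation of at least 80% with every replicate also reaching 80%; inconclusive means mean reaches 80% but some replicate falls short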;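 further: 0% = neutral control wells and 100% = parthenolide positive control wells; values of inactives mirror those of a sister screen read the other way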
PvdQ acylase: P. aeruginosa PvdQ acylase inhibitors, primary screen, biochemical, fluorescence, plate reader and imaging, single point; PvdQ acylase [Pseudomonas aeruginosa LESB58]; purified PvdQ acylase; inhibition, % at 10 µM; 340,000 tested, 0.063% active; in the data active means inhibition above about 30%, passing the limit was not always enough; inconclusive means no clear call, values can overlap the other calls;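 further: 0% = vehicle neutral wells and 100% = reference inhibitor wells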
Rtt109 Vps75: inhibitors of C. albicans Rtt109/Vps75 HAT, primary screen, biochemical, ThioGlo CoA-SH fluorescence, plate reader; Histone acetyltransferase RTT109 (Candida albicans (strain SC5314 / ATCC MYA-2876)), …; purified Rtt109/Vps75, 4 h; inhibition, % at 34.9 µM; 330,000 tested, 0.16% active; AID 540336, 2011;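 active means inhibition of at least 50% in every replicate; inconclusive means best replicate reaches 50% inhibition but some replicates fall short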
Target sequence (Q5AAJ8 whole entry, looked up): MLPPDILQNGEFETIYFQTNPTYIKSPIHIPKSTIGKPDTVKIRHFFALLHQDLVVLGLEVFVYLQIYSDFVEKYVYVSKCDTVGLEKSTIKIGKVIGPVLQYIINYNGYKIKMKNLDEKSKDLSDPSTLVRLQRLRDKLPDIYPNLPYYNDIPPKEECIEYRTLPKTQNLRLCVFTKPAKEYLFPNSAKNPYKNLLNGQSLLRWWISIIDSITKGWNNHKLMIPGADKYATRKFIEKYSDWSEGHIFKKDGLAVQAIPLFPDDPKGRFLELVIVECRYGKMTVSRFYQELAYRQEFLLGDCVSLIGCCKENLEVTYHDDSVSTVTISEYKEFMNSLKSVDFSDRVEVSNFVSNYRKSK
CDK5 p35 inh: inhibitors of human CDK5/p35 kinase, primary screen, biochemical, single concentration | Recombinant CDK5/p35, ADP-Glo luminescence, 60 min | inhibition, % at 10 µM | 330,000 tested, 0.01% active | AID 488839, 2010;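 active means highest replicate inhibition of at least 50% and at least 75% of replicates reaching 50%; inconclusive means only one of the two criteria met; inactive means both criteria failed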;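 further: plate controls were DMSO neutral control for no effect and GW8510 at 10 µM for full effect; many of its hits are not listed in these tables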
Wnt act: Wnt/beta-catenin pathway activators, primary screen, cell-based, plate reader, single point; 300,000 tested, 1.2% active; activation, % at 9.35 µM; Wnt/beta-catenin reporter cell assay, activator; in the data active means activation above about 30%, passing the limit was not always enough; inconclusive means no clear call, values can overlap the other calls;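 further: 0% = neutral control wells and 100% = positive control wells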
SR-BI HDL uptake: inhibitors of SR-BI mediated HDL lipid uptake, primary screen, ldlA[mSR-BI] cells, fluorescence, single point. Scavenger receptor class B member 1 (Mus musculus), Q61009. ldlA[mSR-BI] CHO cells, DiI-HDL uptake fluorescence, 3 h. inhibition, % at 12.5 µM. 320,000 tested, 0.96% active;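 active means mean replicate inhibition of at least 70% and a set share of replicates each scoring 70 or more; inconclusive means meets just one of the two criteria; inactive means fails both criteria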;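 further: 0% = median of neutral control wells and 100% = median of positive control wells; values of inactives mirror those of a sister screen read the other way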
* = called active by the depositor; ? = inconclusive; nt = no result given.

SMILES,PvdQ acylase,SR-BI DiI-HDL act,CDK5 p35 inh,HTR5A ag,SR-BI HDL uptake,Wnt act,cardiac RTF act,MITF act,dFosB act,Rtt109 Vps75
Cc1ccc(-c2csc(NC(=O)C3CCN(S(=O)(=O)c4cccs4)CC3)n2)cc1,-7,-25,-0.8,5,25,nt,-4,-13,-2,-4
Nc1c(/C=C2/C=CC(=O)C(O)=C2)c(=O)nc2sc(CC(=O)N3CCOCC3)nn12,1,14,nt,2,-14,-1,2,-1,-1,17
C=CCCOc1ccccc1C(N)=O,1,0,-0.3,1,0,2,4,-1,-7,3
CCn1c(=O)cc(SCC(=O)NCc2ccc(C)cc2)c2ccccc21,-7,?,-3.0,-8,-109,-1,3,nt,-6,-6
O=C(Cc1c(Cl)cccc1Cl)N1CCN(S(=O)(=O)c2cccs2)CC1,-8,-7,-1.4,-2,7,0,2,-2,-10,-2
Cn1c2c(c(=O)n(C)c1=O)C(c1ccccc1OC(F)F)C1=C(CCCC1=O)N2 (stereo not drawn),8,-5,-0.6,4,5,2,-9,4,-5,-4
CNC(=O)N(O)C1N(/N=C/c2ccc(C)cc2)C(=S)SC1(C)C (stereo not drawn),-14,-2,1.6,2,2,1,-5,6,-7,0
Cc1cc2c(c(SCC#N)n1)C(=O)OC2,-18,-16,-0.7,-3,16,0,4,3,0,-11
O=C(CSc1ncn[nH]1)Nc1ccccc1-c1ccccc1,-11,-12,-1.1,7,12,-1,-2,nt,-3,5
COc1cccc(C2/C(=C(/O)c3ccc4c(c3)CC(C)O4)C(=O)C(=O)N2CC2CCCO2)c1 (stereo not drawn),3,5,-1.5,-1,-5,nt,-4,9,-6,-3
Cc1nnc(C)n1/N=C/c1cccs1,-6,21,0.3,-2,-21,nt,0,-4,2,4
CCC(=O)Oc1ccc(NC(=O)CSCc2ccccc2)cc1,-11,4,-2.0,6,-4,26,-4,57,0,-1
CN(Cc1ccccc1)C(=O)C(=O)c1cn(CC(=O)N2CCCC2)c2ccccc12,-9,-2,-0.3,-1,2,0,0,-15,-6,-8
OCC1(CCCc2ccccc2)CCN(C2CCC2)CC1,0,13,-0.5,-4,-13,-2,-6,nt,0,5
O=C1C=C(c2ccccc2)C(c2ccccc2)C1O (stereo not drawn),-1,21,-1.1,-1,-21,-2,-4,-4,6,-2
COC(Cn1c(C)c(C(C)=O)c(C(C)=O)c1C)OC,12,-4,2.3,-4,4,-4,2,-2,-4,7
O=C(CSc1nnc(-c2ccc(Cl)cc2)n1Cc1ccco1)Nc1ccc2c(c1)OCCO2,-11,-8,-0.8,-4,8,nt,2,nt,-6,7
Cn1cc(/C=C/C(=O)c2ccccc2)c2ccccc21,-7,-31,0.7,7,40,14,2,9,-2,3
Fc1ccccc1NC(=S)NCCc1ccccc1,-24,-13,-5.1,8,13,-1,0,nt,0,-5
CC(C)/C=C/CN1CCN(CCCc2ccccc2)C(CCO)C1 (stereo not drawn),-5,33,0.6,-4,-33,-2,2,nt,2,-1
COc1ccc(NC(=O)CN2C(=O)CSC2=O)cc1,-9,-4,-1.3,-1,4,0,0,14,-1,-6
COC(=O)/C(=C1/Oc2ccc(C(C)(C)C)cc2S1)C(F)(F)F,0,-14,0.8,3,14,37*,-1,72,3,-2
Cc1ccc2oc(=O)n(CCOc3ccccc3Cl)c2c1,7,-31,-3.0,0,31,-5,12,nt,-3,-9
O=C1C2C3C=CC(C4CC34)C2C(=O)N1Cc1ccccc1 (stereo not drawn),16,-2,-2.4,-5,2,-1,-2,4,-1,-16
Cc1ccc(S(=O)(=O)N2CCCC2)cc1C(=O)NCCOc1ccccc1,-17,-10,0.6,6,10,-4,0,6,-6,7
COc1cc(/C=N/N(c2ccccc2)c2ccccc2)ccc1O,0,-12,-0.2,2,12,0,-5,nt,-1,0
COc1cccc(CN(CC(=O)NCC2CCCO2)C(=O)CCC(=O)Nc2cc(C)on2)c1 (stereo not drawn),-6,4,-0.5,-2,-4,0,-1,3,-3,-1
CN(Cc1nccs1)C(=O)C1CCC(=O)N(Cc2ccccc2F)C1 (stereo not drawn),-21,17,-0.9,1,-17,3,-3,13,-3,3
Cc1ccc(S(=O)(=O)N2CCN(C(=O)CN3CCCSc4ccccc43)CC2)cc1,1,21,-1.5,-7,-21,-2,-2,-8,0,8
Cc1nc2ccccc2cc1C(=O)N/N=C/c1ccc([N+](=O)[O-])cc1,-25,25,-3.2,2,-25,-1,0,2,-1,-4
Cc1cc(=O)[nH]c2c(C)cc(S(=O)(=O)Nc3ccc(O)cc3)cc12,-6,7,-0.7,1,-7,1,1,-11,-1,-3
N/C(=N\O)c1ccc(NC(=O)c2cccs2)cc1,-9,-3,3.1,-1,3,40*,-3,53,-1,-8
CCNc1cc(Cl)nc(SC)n1,-4,-10,-1.6,0,10,0,0,6,-4,2
COc1ccc(-c2cc3cc(-c4cc(OC)c(OC)c(OC)c4)ccc3o2)cc1,3,-14,0.5,7,14,-2,-4,14,1,-4
COc1ccc(CC(=O)Nc2nc(-c3cccc([N+](=O)[O-])c3)cs2)cc1,-10,-5,0.6,2,5,nt,2,5,5,-4
OCCN1CCN(CC(O)COCCOc2ccc(Br)cc2)CC1 (stereo not drawn),-5,36,0.3,6,-36,-1,3,5,2,-4
C=CCn1cccc(C(=O)Nc2ccc(C)cc2)c1=O,-10,0,-0.9,-2,0,2,-2,nt,-2,0
COc1cc(C)cc(CN2CCC(Cc3ccccc3)CC2)c1O,2,-16,0.7,1,16,0,-5,-1,-2,1
OCC1(Cc2ccccc2)CCN(Cc2ccccn2)CC1,-9,2,-0.6,-4,-2,0,2,1,-2,-14
C/C(=N\N=C1/NC(=O)C(C)S1)c1ccco1 (stereo not drawn),3,2,-0.8,-1,-2,1,-4,11,2,-14
CCOc1ccc(-n2c(=O)c3ccccc3c3ccccc3c2=O)cc1,7,-3,0.6,-1,3,3,8,-12,3,3
COc1cc([N+](=O)[O-])ccc1NC(=O)NNC(=O)CCc1ccccc1,-4,-39,1.9,0,39,-2,-7,-4,3,0
O=c1oc2ccccc2c(CNc2ccccc2)c1[N+](=O)[O-],-7,nt,0.4,-3,nt,-1,-2,9,2,0
COc1ccc(Br)cc1/C=N/NC(=O)CNC(=O)C1COc2ccccc2O1 (stereo not drawn),-14,1,0.8,1,-1,1,-1,-14,-6,0
Cc1cc(C)n2nc(Cc3ccccc3)nc2n1,-10,7,0.7,1,-7,nt,1,-2,2,-4
CCCCNC(=O)CCC(=O)Nc1ccc2nc(N3CCOCC3)cc(C)c2c1,-13,-11,-1.7,-6,11,14,-1,nt,-12,-23
CN(C)c1nc(-c2cn(CCC#N)c3ccccc23)cs1,-10,-6,0.7,-1,6,-2,10,-6,-7,38
COc1ccc2cc3cc(C(=O)NC4CC4)sc3nc2c1,-1,23,2.5,-2,-23,25,5,0,-27,-1
O=C(N/N=C/c1c(F)cccc1Cl)C1CC1,-9,-5,-1.6,0,5,-1,-3,6,3,-2
CCOC(=O)N1CCN(C2CC(=O)N(c3ccc(F)cc3)C2=O)CC1 (stereo not drawn),-5,0,-4.1,1,0,nt,-10,7,-9,-7
Cc1ccc(S(=O)(=O)Nc2cc(C)on2)cc1,0,15,0.5,0,-15,-1,1,-9,-4,-6
COc1ccc(NC(=O)CN2CCN(C(=O)N3CCOCC3)CC2)cc1,10,nt,0.6,1,nt,-5,-7,0,-6,20
N#CC1(NC(=O)CN2C(=O)NC(Cc3c[nH]c4ccccc34)C2=O)CCCCC1 (stereo not drawn),-1,-11,0.4,-2,11,-3,-3,-2,-8,0
Cc1cc(Cl)nc(-c2ccccc2)n1,-12,15,-2.3,1,-15,-2,3,-1,7,6
Cn1c(=O)c([N+](=O)[O-])c(NCCc2ccccc2)c2ccccc21,8,-15,1.5,8,15,1,5,-10,-4,2
COc1cc(CN2CCNC(=O)C2CC(=O)NC2CCC2)cc(OC)c1 (stereo not drawn),-13,36,0.2,2,-36,-1,2,2,-12,0

Additional results
SMILES,PvdQ acylase,SR-BI DiI-HDL act,CDK5 p35 inh,HTR5A ag,SR-BI HDL uptake,Wnt act,cardiac RTF act,MITF act,dFosB act,Rtt109 Vps75
CCOC(=O)[C@@H]1[C@H]2COc3cc(OC)ccc3[C@H]2N2C(=O)N(c3cccc(F)c3)C(=O)[C@]12C,5,20,-1.8,-1,-20,-3,-3,5,4,2
C=CS(=O)(=O)N(Cc1ccccc1Br)[C@H](CO)Cc1ccccc1,-12,6,0.3,4,-6,-12,11,-17,-4,1
CC1CCc2sc(NC(=O)c3ccc(N4C(=O)CCC4=O)cc3)c(C(N)=O)c2C1 (stereo not drawn),-8,-59,1.5,8,59,-2,-5,3,7,-8
Nc1c(S(=O)(=O)c2ccccc2)nnn1-c1ccccc1,-11,18,-1.4,-1,-18,nt,0,nt,1,-3
O=C(NC1CCCC1)C1CCCN(C(=O)Nc2ccccc2)C1 (stereo not drawn),4,nt,-0.5,4,nt,-2,-9,-1,0,20
COCCn1c(=S)[nH]c2cc(C(=O)N3CCN(c4ccc(F)cc4)CC3)ccc2c1=O,5,7,0.7,5,-7,nt,2,-13,3,5
Cc1[nH]c(=O)[nH]c(=S)c1C(=O)Nc1ccc(Cl)c(Cl)c1,5,7,1.3,1,-7,4,0,nt,4,-1
CC(C)(C)OC(=O)N1CCC(CNC(=O)c2ccc(F)cc2F)CC1,-14,-8,1.0,nt,8,-1,nt,nt,-3,-6
Cn1c(=O)c2c(nc(SCCCC#N)n2Cc2c(F)cccc2Cl)n(C)c1=O,-2,-9,-1.4,2,9,-2,-8,4,1,4
CC(=O)Nc1cc(S(=O)(=O)Nc2ccccc2C)c(C)cc1C,15,7,0.6,5,-7,nt,0,-3,-1,-1
CC(C)N(C(=O)Cc1ccccc1[N+](=O)[O-])C(C)C,1,26,1.1,1,-15,-1,2,-13,-1,0

From PubChem
